RORg inh: blocks mouse ROR gamma transcriptional activity; Drosophila S2 Gal4-RORgamma UAS-luciferase reporter, 20 h; 310,000 tested, 5.4% active; AID 2551; P51450; Potency, µM (titrated, usually from 53.6 µM), without a hit: at the top dose activity change, negative = inhibition, most hits filed as inhibitors; note: potency is the fitted concentration of half-maximal effect; % is set by controls: 0 for no effect and ±100 for the full control effect; nearly all actives have a fitted effect of over 60% in size
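Compounds are pin-transferred onto Drosophila Schneider cells expressing a copper-inducible Gal4–ROR gamma transactivation domain fusion. After 1 hr, copper sulfate is added to 700 uM final; luciferase is read 20 hr later.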
Rab9 promoter act: activators of Rab9 promoter; Huh7 Rab9 promoter-luciferase reporter, luminescence, 24 h; Potency, µM (doses to about 9.22 µM), for inactives: top-dose activation, negative = inhibition, actives largely listed as activators; 320,000 tested, 2.8% active; note: potency is the fitted concentration of half-maximal effect; % of control where 0% means no effect; nearly all actives have a fitted effect of over 60% in size
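Huh7 reporter line, Rab9 promoter upstream of luciferase. Compound exposure 24 h at 37 °C in reduced-serum medium with 10% FBS. Read-out: luminescence.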
TRPV1 agonist: activates the human vanilloid receptor TRPV1; 320,000 tested, 0.19% active; TRPV1-expressing cells, Fluo-8 calcium influx, agonist mode; activation, % at 8.33 µM; AID 540275; Q8NER1; in the data active = activation above about 80%; inconclusive = between about 30% and that limit; note: 0% is about no effect
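TRPV1-expressing cells were cultured overnight at 35.5C and loaded with Fluo-8 calcium dye for 40 to 90 min at room temperature. After a 10 s baseline, compound was added and calcium influx was read kinetically for 3 min (ex 480/em 520 nm).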
Tb PFK block: T. brucei PFK enzyme inhibition | O15648 | T. brucei PFK, ADP-Glo luminescence | Potency, µM (titrated, usually from 57.5 µM), inactives show at the highest dose activity, negative = inhibition, hits mostly inhibitors | 330,000 tested, 0.17% active | AID 485367;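 note: potency is the fitted concentration of half-maximal effect; 0% = uninhibited 1x PFK enzyme wells and -100% = no-enzyme wells; nearly all actives have a fitted effect of over 60% in size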
Target sequence (O15648 whole entry, looked up): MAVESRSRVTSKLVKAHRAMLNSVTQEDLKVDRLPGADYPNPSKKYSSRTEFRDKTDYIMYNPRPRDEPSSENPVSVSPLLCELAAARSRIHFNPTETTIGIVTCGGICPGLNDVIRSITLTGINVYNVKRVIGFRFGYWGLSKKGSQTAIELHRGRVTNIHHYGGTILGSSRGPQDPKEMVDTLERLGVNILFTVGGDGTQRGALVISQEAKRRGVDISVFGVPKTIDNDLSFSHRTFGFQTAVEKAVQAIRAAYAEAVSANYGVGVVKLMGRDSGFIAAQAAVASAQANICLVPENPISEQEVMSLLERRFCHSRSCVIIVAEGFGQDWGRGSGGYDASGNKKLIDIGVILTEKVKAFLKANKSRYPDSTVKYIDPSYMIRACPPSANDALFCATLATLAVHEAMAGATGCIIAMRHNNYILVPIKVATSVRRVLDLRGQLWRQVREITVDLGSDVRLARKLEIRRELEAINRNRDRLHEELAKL
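PFK 1.25 nM, F6P 0.5 mM, ATP 0.1 mM, 0.1 M TEA pH 8.0, 5 mM MgCl2, 0.01% Tween20, 0.1% BSA; 45 min RT. ADP-Glo readout. qHTS titration up to 57 uM; curves fitted, compounds curve-classed.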
VP16 counter: Gal4-VP16 reporter inhibition counter-screen; Drosophila S2 Gal4-VP16 UAS-luciferase, luminescence, 20 h; Potency, µM (top dose mostly 53.6 µM), inactives show at the highest dose activity, negative = inhibition, usual class: inhibitors; 310,000 tested, 3.5% active;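 note: Gal4-VP16 expression switched on by copper sulfate through the metallothionein promoter; potency is the fitted concentration of half-maximal effect; % is set by controls: 0 for no effect and ±100 for the full control effect; nearly all actives have a fitted effect of over 50% in size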
NPC1 prom act: activates the NPC1 promoter; 320,000 tested, 2.4% active; Huh7 NPC1 promoter luciferase reporter, 24 h; Potency, µM (highest dose often 9.22 µM), without a hit: at the top dose activation, most hits filed as activators; AID 485313;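 note: potency is the fitted concentration of half-maximal effect; % of control where 0% means no effect; nearly all actives have a fitted effect of over 60% in size; reporter is driven by a mutant NPC1 promoter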
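Compounds in DMSO were transferred onto Huh7 NPC1-luciferase reporter cells pre-incubated 2 h; after 24 h at 37 °C, Amplite reagent was dispensed and luminescence recorded 10 min later.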
FLuc counter: inhibits or activates purified firefly luciferase, miR-21 counter-screen; P08659; purified FLuc, Km substrates, luminescence inhibition; Potency, µM (series often up to 57.5 µM), for the others: at the top dose activity change, negative = inhibition, actives largely listed as inhibitors; 360,000 tested, 6.9% active;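 note: potency is the fitted concentration of half-maximal effect; plate controls were vehicle for no effect and reference inhibitor for full effect; nearly all actives have a fitted effect of over 55% in size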
Target sequence (P08659 whole entry, looked up): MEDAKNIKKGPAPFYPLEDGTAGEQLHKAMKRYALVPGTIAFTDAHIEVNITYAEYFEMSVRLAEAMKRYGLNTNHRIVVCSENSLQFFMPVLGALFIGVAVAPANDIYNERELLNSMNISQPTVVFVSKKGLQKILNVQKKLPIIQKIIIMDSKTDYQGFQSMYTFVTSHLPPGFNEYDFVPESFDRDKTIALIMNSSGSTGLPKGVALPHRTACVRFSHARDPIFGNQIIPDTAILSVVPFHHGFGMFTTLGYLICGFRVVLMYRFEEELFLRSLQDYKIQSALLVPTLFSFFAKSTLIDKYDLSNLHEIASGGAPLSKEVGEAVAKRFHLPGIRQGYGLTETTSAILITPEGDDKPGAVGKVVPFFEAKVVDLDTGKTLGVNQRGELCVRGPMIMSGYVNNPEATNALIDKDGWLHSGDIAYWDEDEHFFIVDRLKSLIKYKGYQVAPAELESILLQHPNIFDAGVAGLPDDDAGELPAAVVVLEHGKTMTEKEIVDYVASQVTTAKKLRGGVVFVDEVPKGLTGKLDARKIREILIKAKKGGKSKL
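Purified P. pyralis luciferase (10nM final) with 10uM D-luciferin and 10uM ATP (Km levels) in 50mM Tris acetate pH 7.5, 10mM Mg acetate, 0.01% Tween-20, 0.05% BSA; qHTS 6-point titration, ~60 µM downward; luminescence read.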
BRCA1 expr up: BRCA1 expression activation; MCF7-BRCA1-FFLuc reporter, luminescence, 48 h; response scale: scaled: vehicle 0%, 10 µM genistein 100%; Potency, µM (top dose mostly 46.1 µM), for the others: at the top dose activation, most hits filed as activators; 380,000 tested, 1.1% active; AID 624202; note: potency is the fitted concentration of half-maximal effect; nearly all actives have a fitted effect of over 80% in size; some results filed as inactive show a strong effect at the top dose
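Cells: MCF7-BRCA1-FFLuc, 2000/well. Exposure: 48 h, 37 °C, 5% CO2. Read: luminescence, 15 min post-substrate. Controls: genistein 10 microM (maximal activation), DMSO (neutral).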
ELG1 genotoxic: induces genotoxicity in HEK293T cells with luciferase-tagged ELG1; HEK293T ELG1-luciferase reporter, luminescence, 16 h; Potency, µM (doses to about 46 µM), for the others: top-dose activity change, positive = activation, actives largely listed as activators; 330,000 tested, 1.3% active; note: potency is the fitted concentration of half-maximal effect; % of control where 0% means no effect; nearly all actives have a fitted effect of over 60% in size
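Step 1: seed 2,000 HEK293T ELG1-luciferase cells per well. Step 2: add compound or DMSO, incubate 16 hr at 37 °C. Step 3: ONE-Glo, 30 min at room temperature, read luminescence.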
ELG1 DNA repair: ELG1-dependent DNA repair inhibition. HEK293T ELG1-luciferase reporter, luminescence, 16 h; DNA damage induced by 5-fluorouridine. AID 504467. 330,000 tested, 2.3% active. Potency, µM (doses to about 46.1 µM), without a hit: top-dose activity change, negative = inhibition, most hits filed as inhibitors; note: potency is the fitted concentration of half-maximal effect; % is set by controls: 0 for no effect and ±100 for the full control effect; nearly all actives have a fitted effect of over 55% in size
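HEK293T cells expressing luciferase-tagged ELG1 (2,000/well) received 5-Fluorouridine plus compound or DMSO for 16 hr at 37 °C. Luciferase was read by ONE-Glo luminescence after 30 min at room temperature.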
p53 reactivator: restores transcriptional activity of mutant p53; H1299 p53-A138V BP100-luciferase reporter, luminescence, 24 h; Potency, µM (top dose mostly 92.2 µM), for the others: at the top dose activity change, positive = activation, hits mostly activators; 320,000 tested, 0.063% active; AID 504706; note: potency is the fitted concentration of half-maximal effect; % of control where 0% means no effect; nearly all actives have a fitted effect of over 45% in size
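H1299 (p53-null), stable ts p53-A138V + BP100-Luc; 1000 cells/well, Opti-MEM/10% FBS; cpd 4 pt, 1:5; 24 h, 37 deg C, 5% CO2; detection reagent 10 min RT; luminescence.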
Starred values were filed as active, the others as inactive; ? = inconclusive; / = not tested or not shown; [ ] = another dose, or the depositor's remark. Unless noted, calls come from the whole dose curve; as a rule, active = well fitted curve in the direction sought with a large enough effect; inconclusive = small, poorly fitted or top-dose-only effect, or another doubt; inactive = no such curve, though single readings can be large; an effect the other way counts as inactive or inconclusive. These rows are one share of the data; the hit share may differ from the screen's.

SMILES	RORg inh	Rab9 promoter act	TRPV1 agonist	Tb PFK block	VP16 counter	NPC1 prom act	FLuc counter	BRCA1 expr up	ELG1 genotoxic	ELG1 DNA repair	p53 reactivator
O=C1NC(=O)N(Cc2ccccc2)C(=O)/C1=C/N1CCCc2ccccc21	13%	-1%	-3	1%	-8%	-5%	-2%	0%	1%	10%	1%
CC1CCCCN1CC(=O)c1ccc2cc[nH]c2c1 (stereo not given)	4%	-5%	-2	1%	-2%	1%	?	-23%	0%	10%	-5%
CN1C(C(=O)NCc2cccc(C(F)(F)F)c2)CC2Cn3c(nc4cc5ccccc5cc43)C21 (stereo not given)	20%	0%	-1	-4%	0%	-5%	-16%	-23%	-5%	?	1%
COc1ccc(Cl)cc1NC1=NCC(C)S1 (stereo not given)	?	4%	8	-18%	4%	-1%	-1%	2%	-2%	5%	-3%
COC(=O)C(O)(c1ccc(NC(=O)c2cccs2)c(C)c1)C(F)(F)F (stereo not given)	9%	-2%	11	0%	3%	0%	0%	-5%	5%	0%	-1%
C[C@@H]1C2C[C@@]34COC(=O)C3=CC=C[C@H]4[C@@]13C[C@H](c1ccoc1)O[C@@H]3O2	?	6%	-2	3%	-10%	3%	4%	2%	-1%	-2%	-1%
CCCSc1nc(O)c(CC)c(=O)n1C(C)CC (stereo not given)	-10%	0%	2	4%	4%	-1%	0%	-2%	-5%	3%	2%
CN(C)CC1CSCCC1(O)c1ccc(Cl)cc1 (stereo not given)	4%	-4%	0	6%	-11%	0%	2%	-15%	-4%	0%	-5%
CCOC(=O)c1[nH]c2ccc(OC)cc2c1C(SCC(=O)O)c1ccc(C(F)(F)F)cc1 (stereo not given)	33%	3%	-2	1%	-16%	0%	2%	-35%	-1%	-12%	-2%
CC(=O)Nc1ccc(C(=O)C(Cc2ccccc2)N(C)C)cc1 (stereo not given)	11%	-6%	17	3%	-15%	-1%	1%	-8%	-4%	4%	-2%
O=C1CN=C(c2ccccc2F)c2cc(Cl)ccc2N1	-21%	17%	4	-11%	-5%	-5%	4%	1%	2%	10%	-5%
CCc1cccc(CC)c1NC(=S)N1CC2CC(C1)c1cccc(=O)n1C2 (stereo not given)	2%	-4%	0	0%	-1%	-2%	8%	11%	0%	4%	-6%
c1ccc(P(c2ccccn2)c2ccccn2)cc1	-1%	-5%	-1	0%	6%	1%	0%	2%	2%	6%	25%
Nc1c(C(=O)NCc2ccco2)c2nc3ccccc3nc2n1CCN1CCCCC1	?	0%	?	19%	-25%	-11%	1%	-23%	-11%	?	-4%
Cc1ccc(S(=O)(=O)NP(=O)(Oc2ccccc2)Oc2ccccc2)cc1	1%	-2%	1	4%	6%	0%	6%	-13%	1%	0%	0%
O=C1NC(=O)N(c2ccc3c(c2)OCO3)C(=O)/C1=C/c1cccs1	3%	-2%	-10	13%	?	-6%	?	-3%	?	-7%	-4%
O=P(CN1CCN(c2ccccc2)CC1)(N1CCCCC1)N1CCCCC1	2%	7%	1	0%	-11%	-7%	2%	-8%	-2%	0%	4%
CCc1nn(CC(=O)N2CCC3(CC2)OCCO3)c(=O)c2cccn12	-15%	-1%	-1	1%	-8%	-2%	4%	5%	0%	27%	-7%
C[C@H](CO)N1C[C@H](C)[C@@H](CN(C)C(=O)NC2CCCCC2)Oc2c(NC(=O)Nc3ccc4c(c3)OCO4)cccc2C1=O	/	/	/	1%	/	/	/	-2%	-2%	15µM*	-2%
O=P(Nc1ccccc1)(Nc1ccccc1)Oc1ccc(Cl)cc1	25%	2%	16	-1%	-7%	0%	-1%	-23%	-8%	?	-2%
Oc1ccc(Cl)c(Cl)c1	33%	-3%	0	?	-5%	-1%	-4%	4%	5%	10%	1%
CN1CC(C(=O)c2ccc(Cl)cc2)C(c2ccccc2F)C1 (stereo not given)	-8%	1%	10	-2%	6%[10 µM]	-7%	-11%	-15%	-5%	2%	-5%
CCCCn1c(=O)c(C(=O)NCc2ccccc2OC)c(O)c2ccccc21	?	-1%	1	-2%	?	-10%	-1%	-23%	-12%	-15%	14%
O=C(CN1CCCCC1)Nc1ccc(Br)cc1C(=O)c1ccccc1Cl	32%	4%	11	-1%	4%	-5%	1%	-13%	1%	-5%	2%
COC(=O)C1=C(c2ccc(OC(F)(F)F)cc2)C[C@@H]2CC[C@H]1N2C(=O)NCCOc1ccc(OC)cc1	/	-4%	9	-1%	/	-8%	3%	-59%	-3%	-27%	-8%
CN1C(=O)C(=Cc2cc([N+](=O)[O-])ccc2N2CCCCC2)C(=O)N(C)C1=O	9%	-3%	-7	-1%	9%	0%	0%	-18%	-10%	-3%	-1%
Cc1onc(-c2c(Cl)cccc2Cl)c1C(=O)Nc1ccc2c(C(F)(F)F)cc(=O)oc2c1	-4%	-5%	-8	2%	0%	-1%	4%	-1%	-6%	0%	-1%
Cc1ccc(CC(=O)N2CCN(C)CC2)cc1	28%	15%	0	2%	4%	3%	0%	6%	14%	?	?
O=C(Nc1ccccc1C(=O)N/N=C/c1ccco1)c1ccccc1Cl	3.5µM*	6%	23	-2%	?	-6%	?	-2%	-2%	3%	-2%
Cn1cc(C(=O)OCC(=O)N2CCCCC2)c2ccccc21	/	14%	-1	4%	/	1%	?	27%	7%	?	11%
CCCCCn1c(=O)c(C(=O)Nc2cccc(C)c2)c(O)c2ccccc21	0%[1.91 µM]	0%	0	-1%	3%	0%	-9%	0%	-1%	14%	0%
CCOc1c(Cl)cc(CNc2ccc(S(N)(=O)=O)cc2)cc1OC	?	-10%	2	0%	-5%	-3%	4%	-29%	7%	?	-4%
CCC(C#N)(CC)P(=S)(c1ccccc1)c1ccccc1	-17%	1%	?	-2%	-8%	-1%	-1%	-5%	1%	16%	0%
O=C(CN1CC(c2ccccc2)CC1=O)Nc1cccc(F)c1 (stereo not given)	30%	-2%	4	-10%	-3%	-7%	-1%	19%	0%	1%	3%
CC1CCCC(NC(=O)COC(=O)Cc2ccccc2)C1C (stereo not given)	-9%	-1%	13	3%	10%	0%	6%	6%	-2%	6%	0%
CC(C)[N+](C)(CCC(C(N)=O)(c1ccccc1)c1ccccc1)C(C)C	5%	-5%	-3	?	-4%	-3%	-4%	-3%	/	/	/
Cc1cc(N2C(=O)C3CCCN3C2c2sccc2C)no1 (stereo not given)	-9%	-7%	-1	0%	-4%	-5%	-8%	9%	0%	0%	?
O=c1[nH]c(=O)n(Cc2ccccc2)c(O)c1C=Nc1ccc(CN2CCOCC2)cc1	38%	-9%	2	-3%	0%	-1%	-10%	-20%	-5%	-9%	2%
CC(=NCC1CCCO1)c1c(O)n(Cc2ccccc2)c(=O)[nH]c1=O (stereo not given)	-16%	0%	0	3%	-9%	0%	-2%	-7%	-2%	1%	-2%
CCC(=O)c1cn(Cc2ccccc2)c2ccccc12	3%	-20%	7	1%	22%	0%	0%	0%	1%	-6%	0%
Cc1cccc(CN2CCCC(C(=O)c3cccc(OC(C)C)c3)C2)n1 (stereo not given)	2.2µM*	12%	1	1%	16µM*	-8%	2%	-20%	-9%	-6%	-4%
COc1ccc(CN2CCCC(C(=O)c3ccc(Cl)cc3)C2)c(OC)c1 (stereo not given)	-29%	-2%	5	0%	-12%	4%	3%	-36%	-11%	-2%	?
CC1(C)N=C(c2ccccc2)[C@@H]2C(c3ccc([N+](=O)[O-])cc3)N21 (stereo not given in full)	32%	-2%	1	-5%	-2%	1%	-1%	43%	1%	-1%	-12%
COc1ccc(/C=C2\C(=N\O)C3CCN2CC3)cc1	39%	9%	0	-5%	-8%	6%	?	45%	1%	?	17%
CCn1nc(/C=C/c2ccccc2)nc2c(=O)n(C)c(=O)nc1-2	28%	-4%	?	4%	2%	0%	1%	/	0%	-3%	3%
CCCCCCCCn1sccc1=O	0.45µM*	-4%	28	?	0.63µM*	-6%	?	-27%	?	?	-28%
O=C(CCCc1ccccc1)NCCc1cnc[nH]1	-3%	-8%	0	2%	-3%	1%	0%	20%	1%	10%	-3%

Copied from the list.
Under TRPV1 agonist, COc1ccc(CN2CCCC(C(=O)c3ccc(Cl)cc3)C2)c(OC)c1 (stereo not given) is listed with 5
Under ELG1 DNA repair, CC1CCCC(NC(=O)COC(=O)Cc2ccccc2)C1C (stereo not given) is listed with 6%
